HEK293 viab: reduces viability of HEK-293 SNCA reporter cells; Potency, µM (top dose mostly 57.1 µM), for inactives: top-dose activity change, negative = cytotoxicity, usual class: cytotoxic; 150,000 compounds, 0.12% hits; HEK-293-SNCA-luc viability, GF-AFC fluorescence, 24 h; AID 1671193;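 note: potency is the fitted concentration of half-maximal effect; 0% = DMSO-treated cells and -100% = medium-only wells without cells; nearly all actives have a fitted effect of over 30% in size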
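Cytotoxicity counterscreen: after 24 h compound treatment of genome-edited SNCA-luciferase HEK-293 cells, live-cell protease substrate GF-AFC read by fluorescence after 30 min; activity scaled between DMSO (0%) and medium-only (-100%), curves Hill-fitted.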
IP6K1 inh: blocks human inositol hexakisphosphate kinase 1 | AID 1645851 | IP6K1 kinase, ADP-Glo luminescence, 2 h; stronger effect = lower value | activity change, % (series mostly up to about 58 µM) | Q92551 | 140,000 compounds, 0.81% hits; in the data active = activity change below about -25%
Target sequence (Q92551 whole entry, looked up): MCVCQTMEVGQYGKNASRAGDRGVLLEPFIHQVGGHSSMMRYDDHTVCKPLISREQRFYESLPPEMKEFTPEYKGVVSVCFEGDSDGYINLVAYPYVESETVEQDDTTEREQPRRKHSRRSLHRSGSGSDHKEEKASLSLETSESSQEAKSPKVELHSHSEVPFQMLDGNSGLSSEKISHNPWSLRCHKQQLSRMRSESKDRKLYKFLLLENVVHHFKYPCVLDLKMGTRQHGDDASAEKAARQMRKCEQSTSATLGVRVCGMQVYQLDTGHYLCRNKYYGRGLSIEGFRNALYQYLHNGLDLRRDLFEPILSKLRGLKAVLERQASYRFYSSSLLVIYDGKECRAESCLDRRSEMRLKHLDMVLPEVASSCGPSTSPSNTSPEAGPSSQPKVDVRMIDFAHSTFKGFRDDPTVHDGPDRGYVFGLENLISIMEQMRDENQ
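ADP-Glo luminescence measures ADP made by human IP6K1 during a 2 h RT reaction with ATP/IP6 (mix at 1.3 mM/130 uM); top library doses 57.5 and 19.1 uM final.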
HEK cytotox: cytotoxic compounds in HEK 293 cells; Potency, µM (series often up to 115 µM), for inactives: top-dose activity change, negative = cytotoxicity, actives largely listed as inhibitors; HEK 293 viability, ATP luminescence (CellTiter-Glo), 48-72 h; 94,000 compounds, 6.6% hits; note: potency is the fitted concentration of half-maximal effect; nearly all actives have a fitted effect of over 60% in size
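ATP-coupled CellTiter-Glo luminescence served as viability read-out, recorded 10 min after reagent addition at room temperature. HEK 293 cells, 250 cells/well, had been incubated with pintool-transferred compound for 48 or 72 hr at 37 degree Celsius.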
GPT2 inhibitor: blocks human glutamate pyruvate transaminase 2; Potency, µM (titrated, usually from 57.7 µM), inactives show at the highest dose activity change, negative = inhibition, most hits filed as inhibitors; Recombinant GPT2, coupled pyruvate oxidase/HRP Amplex Red fluorescence; Q8TD30; AID 1671188; 100,000 compounds, 0.25% hits; note: potency is the fitted concentration of half-maximal effect; nearly all actives have a fitted effect of over 60% in size; many of its hits are not listed in these tables
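GPT2 10ng/uL, a-KG 250uM, L-Ala 2mM, HEPES pH7.5 + 0.0001% Tween; 30 min RT. Then Amplex mix (PO/HRP/ThPP), 30 min RT dark, fluorescence. AOA 50uM used as positive control.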
SNCA expr inh: SNCA gene expression inhibition; 140,000 compounds, 0.17% hits; AID 1671194; Potency, µM (doses to about 57.2 µM), inactives show top-dose activity change, negative = inhibition, most hits filed as inhibitors; HEK-293 SNCA-luciferase knock-in, luminescence, 24 h;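 note: potency is the fitted concentration of half-maximal effect; plate controls were DMSO cells for no effect and cell-free wells for full effect; nearly all actives have a fitted effect of over 45% in size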
Luciferase inh: blocks purified firefly luciferase enzyme activity | P08659 | purified P. pyralis luciferase, luminescence, biochemical | Potency, µM (top dose mostly 115 µM), for inactives: at the highest dose activity change, negative = inhibition, hits mostly inhibitors | 76,000 compounds, 2.5% hits; note: potency is the fitted concentration of half-maximal effect; nearly all actives have a fitted effect of over 65% in size
Target sequence (P08659 whole entry, looked up): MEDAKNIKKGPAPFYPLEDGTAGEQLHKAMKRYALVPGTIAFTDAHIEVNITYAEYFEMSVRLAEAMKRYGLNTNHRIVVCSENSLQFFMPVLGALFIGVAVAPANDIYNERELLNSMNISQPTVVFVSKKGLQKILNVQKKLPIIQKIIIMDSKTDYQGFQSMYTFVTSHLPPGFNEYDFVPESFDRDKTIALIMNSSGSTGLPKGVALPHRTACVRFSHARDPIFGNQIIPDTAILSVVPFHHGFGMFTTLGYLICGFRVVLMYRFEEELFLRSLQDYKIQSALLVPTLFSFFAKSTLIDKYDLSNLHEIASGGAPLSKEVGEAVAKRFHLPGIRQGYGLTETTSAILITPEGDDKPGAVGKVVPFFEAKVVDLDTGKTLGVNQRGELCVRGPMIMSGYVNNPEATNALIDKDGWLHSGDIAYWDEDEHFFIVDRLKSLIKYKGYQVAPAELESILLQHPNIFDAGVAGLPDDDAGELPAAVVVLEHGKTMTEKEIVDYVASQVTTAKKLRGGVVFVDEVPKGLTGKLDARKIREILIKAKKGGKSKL
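Luminescence read by CCD imager after adding enzyme (10nM final) to wells holding compound, titrated in qHTS. Substrates 10uM each D-luciferin and ATP; buffer 50mM Tris acetate pH 7.5, 10mM Mg acetate, Tween-20, BSA.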
NIH3T3 tox: kills NIH 3T3 cells; NIH 3T3 viability, CellTiter-Glo ATP luminescence, 48-72 h; Potency, µM (series often up to 96.7 µM), inactives show at the highest dose activity change, negative = cytotoxicity, most hits filed as inhibitors; 94,000 compounds, 4.3% hits; AID 1345082; note: potency is the fitted concentration of half-maximal effect; nearly all actives have a fitted effect of over 55% in size
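Mouse fibroblast NIH 3T3 cells, 400 per well, received compound via pintool and were incubated for 48 or 72 hr prior to CellTiter-Glo ATP luminescence measurement.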
Numbers without * were called inactive; i = inactive; ? = inconclusive; nt = no result given; [ ] = dose if it differs, or a comment. Unless noted, calls come from the whole dose curve; as a rule, active = well fitted curve in the direction sought with a large enough effect; inconclusive = small, poorly fitted or top-dose-only effect, or another doubt; inactive = no such curve, though single readings can be large; an effect the other way counts as inactive or inconclusive. Unless noted, % is set by controls: 0 for no effect and ±100 for the full control effect.

SMILES | HEK293 viab | IP6K1 inh | HEK cytotox | GPT2 inhibitor | SNCA expr inh | Luciferase inh | NIH3T3 tox
O=C(c1cc2ccccc2[nH]1)N1CCC(Cc2nncn2CC2CC2)C1 (stereo not drawn) | 1% | -6 | -22% | -3% | -12% | -14% | -34%
O=C(Nc1sc2c(c1C(=O)NCc1ccco1)CCCC2)c1cc(=O)c2cc(Cl)ccc2o1 | -11% | 3 | nt | nt | 6% | nt | nt
CCCS(=O)(=O)c1nc(S(=O)(=O)c2ccc(C)cc2)c(N(C)Cc2ccccc2)s1 | -15% | 2 | nt | nt | -1% | nt | nt
CCOC(=O)C1CCCN(C(=O)c2cc3c(s2)CN(C2CCCC2)C3)C1 (stereo not drawn) | 1% | -1 | ? | i | -13% | -17% | ?
Cc1ccc(/C=C/C(=O)N2CCC(c3nc4ccccc4o3)CC2)cc1 | 10% | 8 | nt | nt | 167%[activator] | nt | nt
O[C@@H]1CC(CNCc2ccc(F)cc2)(COc2ccc(C(F)(F)F)cn2)C[C@@H]1O (stereo partly drawn) | -1% | -2 | ? | -3% | -19% | 2% | ?
O=C(NCc1ccccc1Cl)c1ccc2c(c1)N(Cc1ccccc1)C(=O)c1ccccc1S2 | 7% | 18 | nt | nt | ? | nt | nt
COc1cccc(CN2CCCCCCNC(=O)[C@@H]3C[C@@H](C(=O)N4CCc5ccccc5C4)C[C@@H]32)c1 | -23% | 6 | ? | -5% | -16% | -11% | ?
COCCCNC(=O)CCCN1C(=O)COc2ccc(C(=O)COc3ccc(C)c(C)c3)cc21 | -18% | 2 | ? | -25% | -10% | -16% | ?
O=C(Cc1cccs1)N1CCN(c2cc(C(F)(F)F)ncn2)CC1 | -2% | -2 | -5% | i | -17% | 4% | -22%
O=C(C1CC(=O)N(c2n[nH]c3cccc(F)c23)C1)N1CCN(c2ccc(F)cc2)CC1 (stereo not drawn) | 7% | -6 | ? | 0% | -21% | 2% | -18%
Cc1ccc(C)c(C(=O)N2CCC(N3C(=O)CCC3C(=O)NCc3ccccc3)CC2)c1 (stereo not drawn) | 3% | -2 | -5% | 3% | -6% | nt | -5%
Cc1ccc(-c2nnc([C@H]3CCN(Cc4ccc(S(C)(=O)=O)cc4)C3)o2)cc1 | -14%[87.6 µM] | 0 | ? | -25%[88.5 µM] | 11%[87.6 µM] | 13%[172 µM] | ?
O=C(NCCc1cnc[nH]1)c1ccc(-c2ncc3cnc(-c4cccc(F)c4)cn23)cc1 | -16%[87.6 µM] | -3 | 89µM* | -5%[88.5 µM] | -11%[87.6 µM] | 2%[172 µM] | 50µM*
CN(C)c1ccc(CN2CCC3(C2)NC(=O)c2ccccc2O3)cc1 (stereo not drawn) | -3%[87.6 µM] | 21 | ? | i | 9%[87.6 µM] | -1%[172 µM] | -20%[138 µM]

Fetched by compound from the list above (seven):
SMILES | HEK293 viab | IP6K1 inh | HEK cytotox | GPT2 inhibitor | SNCA expr inh | Luciferase inh | NIH3T3 tox
CCOC(=O)C1CCCN(C(=O)c2cc3c(s2)CN(C2CCCC2)C3)C1 (stereo not drawn) | 1% | -1 | ? | i | -13% | -17% | ?
O=C(Nc1sc2c(c1C(=O)NCc1ccco1)CCCC2)c1cc(=O)c2cc(Cl)ccc2o1 | -11% | 3 | nt | nt | 6% | nt | nt
COc1cccc(CN2CCCCCCNC(=O)[C@@H]3C[C@@H](C(=O)N4CCc5ccccc5C4)C[C@@H]32)c1 | -23% | 6 | ? | -5% | -16% | -11% | ?
O=C(c1cc2ccccc2[nH]1)N1CCC(Cc2nncn2CC2CC2)C1 (stereo not drawn) | 1% | -6 | -22% | -3% | -12% | -14% | -34%
O=C(NCc1ccccc1Cl)c1ccc2c(c1)N(Cc1ccccc1)C(=O)c1ccccc1S2 | 7% | 18 | nt | nt | ? | nt | nt
O=C(NCCc1cnc[nH]1)c1ccc(-c2ncc3cnc(-c4cccc(F)c4)cn23)cc1 | -16%[87.6 µM] | -3 | 89µM* | -5%[88.5 µM] | -11%[87.6 µM] | 2%[172 µM] | 50µM*
CCCS(=O)(=O)c1nc(S(=O)(=O)c2ccc(C)cc2)c(N(C)Cc2ccccc2)s1 | -15% | 2 | nt | nt | -1% | nt | nt

Next section.
SMILES | HEK293 viab | IP6K1 inh | HEK cytotox | GPT2 inhibitor | SNCA expr inh | Luciferase inh | NIH3T3 tox
CCOC(=O)C1CCCN(C(=O)c2ccc(C)c(NC(=O)c3nsc4ccccc34)c2)C1 (stereo not drawn) | -4% | 15 | nt | nt | -2% | nt | nt
Cc1cccc(C)c1Nc1c(-c2ccc(N3CCOCC3)cc2)nc2ncccn12 | 4% | -13 | nt | nt | 13% | nt | nt
CC(=O)O[C@@]1(C)[C@@H]2CC(=C(C)C)C(=O)C[C@@]2(C)CC[C@H]1OC(=O)C1(C)OC1C (stereo partly drawn) | 4% | -1 | nt | i | nt | nt | nt
Fc1ccc(-c2noc3ncnc(NCc4ccc(Cl)cc4)c23)cc1 | ? | 5 | nt | nt | 16% | nt | nt
Cc1cc(NC(=O)c2ccc(-c3ccc(Cl)cc3)o2)cc(-c2nc3ncccc3o2)c1O | 23% | -6 | nt | nt | 22% | nt | nt
O=C1NCCCCCCN(C(=O)c2cccnc2)[C@H]2C[C@H](C(=O)N3CCc4ccccc4C3)C[C@@H]12 | -9% | 7 | -2% | i | 7% | -2% | 28µM*
COc1cccc(C2CCN(C(=O)c3cn(CCc4ccccc4)nn3)C2)c1OC (stereo not drawn) | ? | -3 | ? | 3% | -34% | 6% | ?
COCCn1c(C)cnc1CC1CCCN(Cc2ccc(C#N)cc2)C1 (stereo not drawn) | -1% | 19 | ? | i | 1% | nt | ?
COc1ccccc1CN1CCC(CNC(=O)c2cnn(-c3ccccc3Cl)c2C2CCN(C(=O)OC(C)(C)C)CC2)CC1 | -17% | -7 | nt | nt | -21% | nt | nt
CC(=O)N1CCC(NC[C@H]2O[C@H](Cc3cc(COc4ccccc4)on3)CC[C@@H]2O)CC1 | -9% | 5 | 0% | -27% | 8% | 2% | -1%
COc1cccc(-n2c(=O)c3c4c(sc3n(Cc3ccccc3C#N)c2=O)CCCC4)c1 | 11% | 18 | nt | nt | -8% | nt | nt
CCn1ncc(CN2CCC3(CCC3OC)CC2)c1C (stereo not drawn) | ? | -8 | -7% | ? | -10% | -10% | -27%
CN(C)C(=O)C1CN(C(=O)c2ccc(C#N)cc2)CC12CCOCC2 (stereo not drawn) | 1% | 18 | -22% | i | 0% | 3% | -2%
O=C(c1ccccc1F)N1CCC2(CC1)COc1ccccc1CN2 | 8%[87.6 µM] | 12 | i | i | 3%[87.6 µM] | -3%[172 µM] | -2%[138 µM]
Cc1ncc([N+](=O)[O-])n1C | -9%[23.9 µM] | 1 | nt | 1% | -45%[25.6 µM] | nt | nt

Reformatted with values under each structure: 4 of the compounds above.
The line under a structure holds: HEK293 viab	IP6K1 inh	HEK cytotox	GPT2 inhibitor	SNCA expr inh	Luciferase inh	NIH3T3 tox
- O=C(NCCc1cnc[nH]1)c1ccc(-c2ncc3cnc(-c4cccc(F)c4)cn23)cc1
    -16%[87.6 µM]	-3	89µM*	-5%[88.5 µM]	-11%[87.6 µM]	2%[172 µM]	50µM*
- CN(C)c1ccc(CN2CCC3(C2)NC(=O)c2ccccc2O3)cc1 (stereo not drawn)
    -3%[87.6 µM]	21	?	i	9%[87.6 µM]	-1%[172 µM]	-20%[138 µM]
- CCOC(=O)C1CCCN(C(=O)c2ccc(C)c(NC(=O)c3nsc4ccccc34)c2)C1 (stereo not drawn)
    -4%	15	nt	nt	-2%	nt	nt
- Cc1cccc(C)c1Nc1c(-c2ccc(N3CCOCC3)cc2)nc2ncccn12
    4%	-13	nt	nt	13%	nt	nt

More entries.
SMILES | HEK293 viab | IP6K1 inh | HEK cytotox | GPT2 inhibitor | SNCA expr inh | Luciferase inh | NIH3T3 tox
COc1ccc(C(=O)NCCC2CCN(C(=O)Nc3ccc(C)c(F)c3)CC2)cc1 | -13% | 1 | -23% | 3% | 14% | 3.5µM* | ?
O=C1NC(=NC2CCCCC2)C2(CCN(Cc3ccccc3)C2)N1c1cccnc1 (stereo not drawn) | -4% | 7 | -19% | 4% | ? | nt | ?
O=C(c1ccc2ncccc2c1)N1CCC2(CC1)NCCc1c2[nH]c2ccccc12 | 2%[12.5 µM] | 1 | ? | 3% | ? | -12% | -35%
CCCn1cc(S(=O)(=O)c2cc(C)ccc2C)c(=O)c2cc(F)c(N3CCCCCC3)cc21 | -9% | -21 | nt | nt | -15% | nt | nt
O=C(CSc1nc(=O)[nH]c2c1CCCC2)NCc1ccccc1 | -10% | 1 | nt | nt | 17% | nt | nt
COC(=O)[C@@H](Cc1cccnc1)NC(=O)[C@@H]1CN(C(=O)c2cccc(F)c2)CCN1C(=O)C1CCCCC1 | 3% | -14 | 4% | 3% | -13% | 14% | i
O=C1c2cnc(-c3ccoc3)nc2OCCN1Cc1ccc(F)cc1F | -1%[87.6 µM] | 2 | ? | 2%[88.5 µM] | 1%[87.6 µM] | 3%[172 µM] | -20%[138 µM]
CC(C)(C)CC(C)(C)c1ccc(O)c(Cc2ccc(Cl)cc2Cl)c1 | -9%[23.9 µM] | 26 | nt | ? | -40%[25.6 µM] | nt | nt
O=C(CCCc1ccccc1)NCc1nnc2c(-c3nc(C4CC4)no3)cccn12 | -18% | 13 | -27% | i | -13% | -6% | -30%
COC[C@H]1CCCN1C(=O)C[C@@H]1O[C@H](CNC(=O)Nc2cccc(F)c2)[C@@H](O)[C@H]1O | 0%[87.6 µM] | 5 | -9%[172 µM] | i | 25%[87.6 µM] | -5%[172 µM] | 3%[174 µM]
CC(C)CNc1ccc2nncn2n1 | 1% | -3 | -6% | i | -2% | -7% | -20%
Cc1cccnc1CNC[C@H]1O[C@@H]2C[C@@H](CC(=O)NCc3nccn3C)O[C@@H]2[C@@H]1O | -10%[87.6 µM] | -4 | i | 0%[88.5 µM] | -20%[87.6 µM] | -12%[172 µM] | -23%[174 µM]
CC(=O)NCCC(=O)N1Cc2ccccc2CC2(CCN(Cc3cccnc3)C2)C1 (stereo not drawn) | 6% | -9 | 4% | -14% | -23% | nt | 0%
O=S(=O)(c1ccc(F)cc1)N1CCC(Oc2cccc(C(F)(F)F)c2)CC1 | 18% | 17 | nt | nt | -5% | nt | nt
O=C(NCCc1ccccc1)c1cc(-c2ccc(Br)cc2)on1 | 3% | 13 | nt | nt | -10% | nt | nt
CCOc1ccc2nc(N3CCCC(C(=O)NCCCOC)C3)sc2c1 (stereo not drawn) | 7% | 0 | nt | nt | 54%[activator] | nt | nt
CCOc1ccc(NS(=O)(=O)c2ccc3[nH]cc(C(=O)NCc4ccccc4)c(=O)c3c2)cc1 | -10% | -7 | nt | nt | 11% | nt | nt
CC(C)c1ccc(N2CC(C(=O)N(C)CCc3cnn(C)c3)CC2=O)cc1 (stereo not drawn) | 12% | 3 | -21% | i | 15% | -8% | -22%

Screening results as filed in PubChem.

Some of the compounds tested; the hit share may differ from the screen's.
